Screens (PubChem)
FN deposition inh: inhibitors of fibronectin matrix deposition, primary screen, AH1F cells, Alexa488-fibronectin fluorescence, plate reader. AH1F fibroblasts, overnight. inhibition, % at 12.6 µM. 350,000 tested, 0.086% active;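 active = mean inhibition across replicates of 30% or more, regardless of how many single replicates reach that level; inconclusive = mean under 30% yet at least half of replicates reach 30%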;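 note: positive control wells lacked labelled fibronectin entirely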
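Material: AH1F fibroblasts assembling fluorescent fibronectin matrix; amount: 10000 AH1F cells/well; medium: DMEM, 2% serum; reagent: Alexa488-fibronectin, 24 nM final in well; dosing: single compound dose, delivered by pin transfer; incubation: 1 h adhesion, overnight exposure; detection: fluorescence after three HBSS washes, excitation 485 nm, emission 525 nm; measure: fibronectin deposition inhibition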
PGC1a acetyl inh: inhibitors of PGC1a acetylation signal, primary screen, cell-based, U2OS, AlphaScreen, inhibitor mode | AlphaScreen anti-acetyl-lysine; with virally co-expressed GCN5 acetyltransferase | inhibition, % at 15.6 µM | 350,000 tested, 0.17% active | AID 651687, 2012;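 active = every replicate shows inhibition of at least 40%; inconclusive = mean inhibition at least 40% but some replicate below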;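 note: 0% = neutral control wells and 100% = positive control wells; some results beyond the cut were filed as inactive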
CASP6 VEID inh: human caspase-6 inhibitors, primary screen, biochemical, VEID-R110 fluorescence, single point, set 2. P55212. purified caspase-6, Z-VEID-R110 cleavage fluorescence. inhibition, % at 12.5 µM. 350,000 tested, 0.53% active. AID 686996, 2013;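 active = mean inhibition across replicates at least about 35%, with every replicate also reaching that limit, limit read from the data; inconclusive = only one of the two criteria met; inactive = neither criterion met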;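 note: 0% = median of neutral control wells and 100% = no fluorescence left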
Target sequence (P55212 24-179 limits assumed): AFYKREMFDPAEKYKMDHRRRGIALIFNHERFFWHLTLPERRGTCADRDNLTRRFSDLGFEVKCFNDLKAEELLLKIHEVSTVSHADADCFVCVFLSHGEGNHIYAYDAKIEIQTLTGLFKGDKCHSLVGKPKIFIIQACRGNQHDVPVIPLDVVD
Target sequence (P55212 194-293 limits assumed): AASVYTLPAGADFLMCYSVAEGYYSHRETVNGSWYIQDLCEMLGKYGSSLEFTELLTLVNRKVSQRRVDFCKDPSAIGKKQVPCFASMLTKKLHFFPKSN
PAX8 reporter: inhibitors of PAX8-driven TPO luciferase reporter, primary screen, RMG-I cells, single concentration | AID 652154, 2013 | SteadyGlo, 24 h | 360,000 tested, 1.2% active | inhibition, % at 12.6 µM;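 active = mean replicate inhibition at least 60% with every replicate also reaching 60%; inconclusive = only one of the two criteria is met; inactive = mean below 60% and not all replicates reaching 60%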;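 note: luciferase light reporting Pax8 driven TPO promoter activity; plate controls were median of neutral control wells for no effect and mitoxantrone controls for full effect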
miR122 inh: miR-122 Renilla sensor signal increase in Huh7, primary screen, miR-122 inhibitor project, cell-based, single point, plate reader. AID 602342, 2012. Huh7 miR-122 Renilla luciferase sensor, 48 h; neutral wells = 0, positive control = 100. activation (reporter increase), % at 12.5 µM. 340,000 tested, 0.3% active;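 active = mean replicate activation score at least 90 and every replicate individually at or above 90; inconclusive = only one of the two criteria met; inactive = neither criterion met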;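 note: higher luciferase means less miR-122 activity so hits act as miR-122 inhibitors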
Cneo AK release: Cryptococcus neoformans cell lysis inducers, primary screen, AK release luminescence, single concentration. 360,000 tested, 0.2% active. lysis activity, % at 15 µM. C. neoformans lysis, adenylate kinase release luminescence, 4 h; normalised: neutral wells 0, clomiphene wells 100;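 active = mean lysis activity across replicates of at least 80%, whatever share of replicates individually reach that level; inactive = mean lysis activity below 80%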
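Assay system: Cryptococcus neoformans yeast cells / Dosing: single-point compound dose / Timing: 4 h at 37 °C static, read 1 h later / Measured by: luminescence of released adenylate kinase using an AK detection reagent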
EWS-Fli inh: EWS/Fli-driven NR0B1 reporter inhibitors, primary screen, A673 cells, NR0B1 luciferase, luminescence, MLPCN library. AID 651661, 2012. inhibition, % at 12.6 µM. viability-normalised. 350,000 tested, 0.67% active;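 active = mean inhibition of at least 50% after viability correction, with every replicate also passing that limit; inconclusive = mean reaches 50% but only one of two replicates passes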;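 note: firefly luciferase signal divided by Alamar Blue viability fluorescence both relative to DMSO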
LGR2 antag: inhibitors of bursicon-induced LGR2 CRE-luciferase signal, primary screen, cell-based, HEK293, CRE-luciferase reporter, bursicon stimulation; Drosophila bursicon receptor LGR2 (rickets); bursicon-stimulated, 4 h; inhibition, % at 9.99 µM; 380,000 tested, 0.35% active;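 active = drop in luminescence signal, shown as inhibition above about 50% in the replicate tests, limit read from the data, passing the limit was not always enough; inconclusive = probably only some replicates passing the limit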;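 note: agonist challenge used bursicon conditioned medium at about half maximal strength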
Numbers without * were called inactive; ? = inconclusive; . = no result given; & = joins results of further samples; [ ] = another dose, or the depositor's remark.

SMILES	FN deposition inh	PGC1a acetyl inh	CASP6 VEID inh	PAX8 reporter	miR122 inh	Cneo AK release	EWS-Fli inh	LGR2 antag
Cc1ccc(C(=O)Nc2nc(C)c(C(=O)N(C)C)s2)o1	11.1	.	-2.1	-129.8	-0.3	2.6	.	-14.1
C[C@@H]1CN([C@H](C)CO)C(=O)c2cc(NS(=O)(=O)c3cccs3)ccc2O[C@H]1CN(C)C(=O)Nc1cccc2ccccc12	1.0	5.4	-1.1	.	4.2[16.7 µM]	-1.3	-12.4	9.8
O=C1C2CCc3ccccc3C2N1c1ccccc1 (centres undefined)	-4.9	-0.4	.	-16.7	-11.8	-2.4	-16.7	-16.4
COc1ccc(O)c(-c2cc(-c3ccccc3Cl)[nH]n2)c1	8.1	-15.0	4.1	-36.0	7.3	-6.0	-94.8	-72.5
Cc1ccc(S(=O)(=O)N(C)C)cc1NC(=O)COC(=O)C1CC(=O)N(c2ccc3c(c2)OCCO3)C1 (centres undefined)	-5.2	.	2.8	-7.4	.	-0.3	0.5	0.3
COc1ccccc1N1C(N)=NC(N)=NC1(C)C	-6.5	-5.4&3.9	-10.9	0.5	0.2&-4.8	-1.1&1.2	6.7	.
CO[C@H]1CN(C)C(=O)c2ccc(NC(=O)C3CCCC3)cc2OC[C@@H](C)N(S(C)(=O)=O)C[C@@H]1C	-3.0	-7.0	.	.	.	-5.6	4.7	-14.4
COc1ccc(Br)cc1C(=O)Nc1ccccc1-c1ccccc1	.	-15.2	-2.9	.	2.3	0.7	13.9	-1.4
CCCC(C)(C)C(=O)N1CCC1(C)C(=O)Nc1ccc2c(c1)OCCO2 (centres undefined)	3.2	.	1.2	-11.2	.	-4.8	5.0	-15.3
CC(=O)N1CC[C@@H]2[C@H]1c1cc(-c3ccccc3)ccc1N[C@@H]2CO	-3.7	12.3	-1.4	-8.4	-2.7[16.7 µM]	-7.0	-12.5	-33.0
Cn1cnnc1SCC(=O)Nc1cccc(S(=O)(=O)N2CCOCC2)c1	5.9	-2.8	-1.8	-2.4	-1.8	-0.7	7.8	9.2
CN(C)c1ccc(NC(=O)Cn2cc3c(n2)CCCC3)cc1	3.6	.	-5.0	-27.6	.	0.0	-56.8	-51.6
Cc1ccc(SCC2(O)CCN(S(=O)(=O)c3ccc(Cl)cc3)CC2)cc1	1.6	-2.3	.	3.9	6.3	2.9	.	.
CC(C)NC(=O)Nc1ccc2c(c1)C(=O)N([C@H](C)CO)C[C@@H](C)[C@@H](CN(C)C)O2	.	1.7	-1.2	-2.9	-0.3[16.7 µM]	-2.3	.	15.7
C[C@H](CO)N1C[C@H](C)[C@@H](CN(C)Cc2ccncc2)Oc2c(NC(=O)c3cnccn3)cccc2C1=O	-3.5	-2.4	1.2	-18.2	2.5[16.7 µM]	55.3	-0.7	5.4
N#Cc1ccccc1S(=O)(=O)N1CCN(C(=O)CN(Cc2ccco2)Cc2cccs2)CC1	.	-2.7	-1.6	2.5	5.2	2.2	-0.2	4.5
CC(Oc1ccc([N+](=O)[O-])cc1)C(=O)NCCCN1CCOCC1 (centres undefined)	6.5	-1.2	-5.1	-0.3	-3.4	1.2	3.7	0.0
O=C(c1sccc1Cl)N1CCN(Cc2ccc3c(c2)OCO3)CC1	-11.4	21.4	1.5	7.8	-7.9	6.8	-7.3	13.8
c1csc(-c2nnc(-c3ccc(N4CCOCC4)cc3)o2)c1	2.5	12.9	.	.	-6.4	0.3	.	.
COc1ccc2c(C)cc(SCC(=O)Nc3nsc(-c4ccc(C)cc4)n3)nc2c1	-1.6	.	49.3*	-19.4	3.4	0.4	1.6	-5.0
CCCCNC(=O)C1CCCNC1=O (centres undefined)	.	17.2	.	.	-0.8	3.3	.	-6.4
Cc1c(C(=O)NCc2ccc3c(c2)OCCO3)sc(=O)n1Cc1ccccc1C(F)(F)F	-10.2	.	0.5	13.6	.	0.2	3.4	-6.0
Cc1ccn2cc(CCNS(=O)(=O)c3ccc([N+](=O)[O-])cc3)nc2c1	-0.2	4.2	-2.1	9.3	4.1	.	-1.1	-0.3
COC(=O)CCCN=C1SCCN1Cc1ccccc1	1.9	.	0.7	5.2	.	-1.5	2.6	-2.2
COc1ccc(CNC(=O)CCSCc2cccc(F)c2)cc1	4.6	-1.9	1.3	4.8	.	0.3	3.4	13.7

(listing goes on)
SMILES	FN deposition inh	PGC1a acetyl inh	CASP6 VEID inh	PAX8 reporter	miR122 inh	Cneo AK release	EWS-Fli inh	LGR2 antag
CC(C)CC#Cc1cnc2c(c1)C(=O)N([C@@H](C)CO)C[C@@H](C)[C@H](CN(C)C(=O)c1ccccc1)O2	.	?	1.2	.	1.4[16.7 µM]	-1.2	15.6	6.9
N#C[C@@H]1[C@H](c2ccccc2)[C@@H](CO)N1C(=O)c1cccnc1	-7.4	-8.4	-1.6	-8.0	.	0.4	-2.2	0.0
CC(C)NC(=O)Nc1ccc2c(c1)C(=O)N([C@@H](C)CO)C[C@H](C)[C@H](CN(C)C(=O)NC1CCCCC1)O2	.	6.2	-7.5	-3.8	-1.6[16.7 µM]	7.5	.	33.9
COc1c(S(=O)(=O)N2CCCCC2)ccc2c(S(=O)(=O)N3CCCCC3)cccc12	-4.5	.	.	-4.8	-4.4	0.2	.	.
C[C@@H]1CN([C@H](C)CO)C(=O)Cc2cc(NC(=O)c3ccncc3)ccc2O[C@@H]1CN(C)S(=O)(=O)c1cn(C)cn1	.	1.8	0.3	.	-1.5[16.7 µM]	-3.4	-1.0	-17.7
COc1ccc(NS(=O)(=O)c2cc(C(=O)N3CCN(C(C)=O)CC3)ccc2Cl)cc1	.	21.5	4.2	4.2	7.3	.	4.1	-3.8
COc1ccccc1C(=O)N1C[C@@H]2[C@H](c3ccccc31)[C@@H](CO)N2C(=O)C1CCCCC1	.	0.9	-2.3	31.5	40.0[16.7 µM]	0.0	3.9	-0.4
COc1ccc(S(=O)(=O)N(C)C[C@H]2OCCCC[C@H](C)Oc3ccc(NC(=O)Nc4ccc(C(F)(F)F)cc4)cc3C(=O)N([C@@H](C)CO)C[C@@H]2C)cc1	.	-2.7	1.2	33.8	-10.8[16.7 µM]	-1.1	7.3	-2.0
CCOC(=O)CCCCCC(=O)Nc1ccc2c(c1)C(=O)N([C@@H](C)CO)C[C@@H](C)[C@H](CN(C)C(=O)c1ccncc1)OCCCC[C@H](C)O2	5.6&-10.5	5.2	-0.2	-24.8	6.3	0.7	3.1	12.6
CCOCCCN1C(=O)C(O)=C(C(C)=O)C1c1cccs1 (centres undefined)	7.6	.	.	12.7	0.0	-1.7	.	.
Clc1ccc(-n2nnnc2CN2CCOCC2)cc1Cl	-1.7	14.7	.	0.1	-3.2	.	.	-4.0
COc1cc(OC)c(C(=O)NCCCN2CCOCC2)cc1OC	-8.3	-2.5	0.2	1.7	-3.9	18.6	-1.4	0.2
O=C(O)c1ccc(N2C(=O)/C(=C/C=C/c3ccccc3)SC2=S)cc1	4.6	.	1.3	-1.8	.	.	-4.3	0.2
COc1ccc(C(=O)Nc2ccc(C(=O)NCC3CCCO3)cc2)c(OC)c1OC (centres undefined)	5.9	-2.5	5.3	-24.7	-9.5	2.1	-5.6	21.3
CC(=O)Nc1ccc(S(=O)(=O)Nc2nccc(C)n2)cc1	11.8	.	-1.4	-1.2	.	-0.3	-2.1	-0.4
FC(F)(F)c1ccc(-c2cccc3c2C2CC3CCN2Cc2ccccc2)cc1 (centres undefined)	5.3	-2.0	-1.0	3.8	2.9	-1.4	8.0	-6.6
COc1cccc(-c2ccc(C3[C@H]4CNC[C@@H]3N4S(=O)(=O)Cc3ccccc3)cc2)c1 (some centres undefined)	-5.2	-0.4	-0.6	5.0	.	.	0.0	1.2
C#Cc1cccc(Nc2nc(NCc3ccccc3OC)nc3ccsc23)c1	.	2.2	-0.3	30.2	4.1	-2.6	1.8	17.6
CC1(C)CC(=O)C=C(c2ccc(-c3ccc(OC(F)(F)F)cc3)cc2)C1=O	5.8	3.9	0.6	-64.3	-0.6	-1.8	-90.5	-43.6
CN1C(=O)CC(C(=O)O)SC1=Nc1cc(Cl)cc(Cl)c1 (centres undefined)	.	3.9	.	-16.2	-4.7	3.0	.	-19.6
Cc1ccccc1NC(=O)COC(=O)c1c(-c2ccccc2)noc1C	8.5	-0.9	5.1	-7.7	-2.5	-0.7	0.8	18.9
COc1ccc(N(C(=O)C2CCCCC2)S(=O)(=O)c2cccc3cccnc23)cc1	-5.5	-5.4	-1.7	-0.7	47.1	-2.1	-12.7	20.2
Cc1ccc(-c2nnn(CC(=O)N(c3ccccc3)C(C(=O)NC3CCCC3)c3ccncc3)n2)o1 (centres undefined)	3.9	.	2.3	6.8	.	0.9	4.5	8.3
Cc1cccc(NC(=O)COn2nnc3ccc(S(C)(=O)=O)cc32)c1	-17.0	-0.6	1.9	14.8	-0.4	8.1	1.9	-9.4
CCOC(=O)N(C)C[C@H]1OCc2cn(nn2)CCCC(=O)N([C@H](C)CO)C[C@H]1C	-12.4	6.5	-1.9	.	-0.3[16.7 µM]	-19.0	5.1	0.6

Sorted by the number under PGC1a acetyl inh (highest first): 3 from the list above.
| canonical_smiles | PGC1a acetyl inh |
| --- | --- |
| c1csc(-c2nnc(-c3ccc(N4CCOCC4)cc3)o2)c1 | 12.9 |
| CC(=O)N1CC[C@@H]2[C@H]1c1cc(-c3ccccc3)ccc1N[C@@H]2CO | 12.3 |
| Cc1ccccc1NC(=O)COC(=O)c1c(-c2ccccc2)noc1C | -0.9 |

(continued)
SMILES	FN deposition inh	PGC1a acetyl inh	CASP6 VEID inh	PAX8 reporter	miR122 inh	Cneo AK release	EWS-Fli inh	LGR2 antag
O=C1NC[C@@H](CCCCN2C[C@H](Cc3ccc(O)cc3)N(CC3CCCCC3)C(=O)C2=O)N(CC2CCCCC2)C1=O	-6.9	.	-4.0	1.2	.	.	1.0	13.0
Cc1ccc(N2C(=O)c3ccc(C(=O)N4CCN(c5ccccc5F)CC4)cc3C2=O)cc1	-0.9	.	0.7	3.5	-1.8	1.9	6.8	9.1
CN(C(=O)CSc1nc(O)cc(=O)n1-c1ccccc1F)c1ccccc1	2.6	.	-1.5	9.7	-1.3	1.5	.	16.6
OCC1(Cc2ccccc2)CCN(Cc2ccc(C(F)(F)F)cc2)CC1	-5.3	.	-3.4	8.5	.	.	24.5	21.5
CC(C)OC(=O)N(C)C[C@@H]1OCc2ccccc2-c2ccccc2C(=O)N([C@H](C)CO)C[C@@H]1C	-13.9	13.8	1.9	-2.7	.	-1.8	0.0	-9.3
Cc1ccc(-c2csc(NC(=O)Cn3cnc4c3c(=O)n(C)c(=O)n4C)n2)cc1C	3.2	-13.8	.	-72.5	-4.5	-1.5	.	.
CCC(=O)N1CC2(C1)CN(Cc1ccc3c(c1)OCO3)[C@@H](CO)c1c2c2ccc(OC)cc2n1C	.	-2.1	3.5	.	.	.	2.3	2.4
